SIAE primary: blocks human sialic acid acetylesterase; inhibition, % at 9.66 µM; Q9HAT2; SIAE FP-Rh probe binding, fluorescence polarization; actives 0.69% (n = 370,000);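 active = inhibition above a cutoff: mean of compounds within the control limits plus 3 SD of those, cut at about 17% in these data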;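 note: 0% = plate median of compound wells and 100% = probe without SIAE protein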
PRMT1 inh: blocks human protein arginine methyltransferase 1; actives 1.3% (n = 370,000); recombinant PRMT1, activity-based probe fluorescence polarization; Q99873; inhibition, % at 2.79 µM;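 active = inhibition above about 21% made by adding two undisclosed values, limit read from the data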
MBD2 DNA inh: MBD2-methylated oligo binding inhibition. Q9UBB5. TR-FRET, MBD2 binding to methylated oligonucleotide. inhibition, % at 4.4 µM. actives 0.31% (n = 370,000); in the data active = inhibition above about 13%
Target sequence (Q9UBB5 whole entry, looked up): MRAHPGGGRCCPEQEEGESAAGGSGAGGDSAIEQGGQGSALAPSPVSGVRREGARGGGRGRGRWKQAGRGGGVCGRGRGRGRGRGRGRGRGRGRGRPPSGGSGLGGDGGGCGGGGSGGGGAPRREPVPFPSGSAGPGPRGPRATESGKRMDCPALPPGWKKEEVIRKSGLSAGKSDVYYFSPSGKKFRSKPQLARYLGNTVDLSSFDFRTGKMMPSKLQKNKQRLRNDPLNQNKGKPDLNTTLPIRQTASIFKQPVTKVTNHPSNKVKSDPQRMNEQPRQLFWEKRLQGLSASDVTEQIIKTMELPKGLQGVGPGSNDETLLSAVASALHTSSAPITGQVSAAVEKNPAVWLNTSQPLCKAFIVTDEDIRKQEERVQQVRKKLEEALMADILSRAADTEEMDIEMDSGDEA
TCR-CD3 inh: human TCR-CD3 binding inhibition; TAMRA-labeled TCR probe fluorescence, biochemical; inhibition, % at 9.4 µM; actives 0.37% (n = 360,000); in the data active = inhibition above about 19%;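 note: recombinant mutant TCR 2C K166C tagged with TAMRA read by polarization; 0% = receptor in buffer alone and 100% = receptor with positive control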
UHRF1 MBD2 ctr: human UHRF1 methylated DNA binding inhibitors; actives 0.75% (n = 370,000); inhibition, % at 4.4 µM; UHRF1 binding to methylated oligo, TR-FRET; AID 687016; Q96T88; in the data active = inhibition above about 21%;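 note: UHRF1 SRA domain binding a hemimethylated CpG hairpin DNA probe; 0% = median of test compound wells and 100% = reference inhibitor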
rCAG RNA binder: r(CAG) repeat RNA binding. TO-PRO-1 dye displacement fluorescence. inhibition, % at 3 µM. actives 1.3% (n = 370,000). AID 651821;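 active = inhibition above the plate cutoff, the mean of all test compounds on that plate plus 3 SD, cut at about 35% in these data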;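 note: 0% = DMSO alone and 100% = 100 µM mitoxantrone as full dye displacement; higher means more dye released from RNA so lower well fluorescence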
NPR1 activator: GC-A (human) enzyme activation. AID 1671463. HEK293 GC-A cells, cGMP TR-FRET, EC30 ANP; 0% at EC30 ANP, 100% saturating ANP. actives 0.14% (n = 370,000). activation, % at 10 µM. P16066; in the data active = activation above about 40%
HTRA1 inh: HTRA1 (human) protease inhibition; Q92743; recombinant HTRA1, FP-rhodamine activity-based probe, fluorescence polarization; inhibition, % at 5.96 µM; actives 0.5% (n = 340,000); AID 504803; in the data active = inhibition above about 36%;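 note: 0% = enzyme with DMSO and 100% = wells lacking enzyme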
Target sequence (Q92743 whole entry, looked up): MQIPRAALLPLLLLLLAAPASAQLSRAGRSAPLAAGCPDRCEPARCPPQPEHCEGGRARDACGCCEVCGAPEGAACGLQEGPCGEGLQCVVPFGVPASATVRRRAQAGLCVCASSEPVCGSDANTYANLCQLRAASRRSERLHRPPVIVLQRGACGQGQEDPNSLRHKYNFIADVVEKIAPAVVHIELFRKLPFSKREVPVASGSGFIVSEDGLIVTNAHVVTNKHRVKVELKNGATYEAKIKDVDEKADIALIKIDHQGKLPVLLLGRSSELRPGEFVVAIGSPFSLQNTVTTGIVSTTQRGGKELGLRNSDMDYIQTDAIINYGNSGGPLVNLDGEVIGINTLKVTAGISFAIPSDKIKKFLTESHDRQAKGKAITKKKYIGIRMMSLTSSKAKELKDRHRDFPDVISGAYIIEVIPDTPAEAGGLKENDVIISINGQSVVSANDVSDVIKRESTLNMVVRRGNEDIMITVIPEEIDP
mABHD4 FP: inhibits mouse alpha/beta hydrolase domain 4; purified mABHD4, FP-Rh probe fluorescence polarization; inhibition, % at 8.92 µM; actives 0.54% (n = 370,000); AID 720543;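 active = inhibition exceeding the mean over every tested compound plus 3 SD, cut at about 30% in these data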;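 note: 0% = plate median of compound wells and 100% = S159A mutant with DMSO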
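Assay system: mABHD4 protein; medium: HEPES pH 7.0, NaCl, Pluronic buffer; dosing: 8.92 µM, single dose; schedule: 45 min + 60 min at 25 °C; signal: FP readout, ex 525 nm / em 598 nm; read-out: normalized percent inhibition of probe labeling; repeats: single replicate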
NPR2 activator: GC-B (human) receptor activation. P20594. HEK293-GC-B cells, CNP EC30, cGMP TR-FRET; 0% at EC30 CNP, 100% saturating CNP. activation, % at 10 µM. actives 0.11% (n = 370,000);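 active = activation at 10 µM reaching about 35% in either raw or pattern-adjusted values, limit read from the data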
The depositor's hits bear a star; · = no result given.

Letters – A = SIAE primary; B = PRMT1 inh; C = MBD2 DNA inh; D = TCR-CD3 inh; E = UHRF1 MBD2 ctr; F = rCAG RNA binder; G = NPR1 activator; H = HTRA1 inh; I = mABHD4 FP; J = NPR2 activator
O=C1C=C(c2ccoc2)N2CCC[C@H]2C1
  A: 9	B: -1	C: 36*	D: 10	E: -5	F: -2	G: -1	H: -1	I: -2	J: 1

O=C(Nc1ccccc1)c1nc[nH]c1C(=O)NCCCCCCNC(=O)c1[nH]cnc1C(=O)Nc1ccccc1
  A: -2	B: 2	C: -5	D: -2	E: 4	F: 12	G: 30	H: -3	I: 7	J: -7

Cn1c(=O)[nH]c(=O)c2c1nc(Br)n2CCSc1nnnn1-c1ccccc1
  A: 5	B: -2	C: -1	D: -6	E: 0	F: -1	G: 0	H: -4	I: -2	J: 0

COc1ccccc1C(O)(c1ccccc1)C(CN1CCOCC1)c1ccccc1 (stereo not given)
  A: 0	B: 3	C: 0	D: 6	E: 12	F: -8	G: -21	H: 2	I: 1	J: -10

COc1cc(NC(=O)CCN2CCN(c3ccccc3OC)CC2)cc(OC)c1
  A: -2	B: 4	C: 6	D: -4	E: 2	F: 0	G: -4	H: 2	I: -3	J: -4

CC(C)CNC(=S)NNC(=O)CC(C)O (stereo not given)
  A: 15	B: -2	C: 3	D: -2	E: -1	F: 1	G: 3	H: 2	I: -2	J: -2

CCN(C)C(=O)CNc1nnnn1-c1ccccc1
  A: 7	B: -3	C: 0	D: ·	E: 2	F: 0	G: 7	H: ·	I: 0	J: 1

COc1ccc(NC(=O)C2C(=O)N(CCO)C3(C)CC2c2ccccc2O3)cc1 (stereo not given)
  A: -3	B: 1	C: -2	D: -3	E: -2	F: -4	G: -1	H: 4	I: 0	J: 7

Cc1cccc(NCC(=O)c2c(N)n(C)c(=O)n(C)c2=O)c1C
  A: -5	B: 0	C: -3	D: 0	E: -1	F: -1	G: 1	H: 8	I: 3	J: 0

CC(=O)NCCNC(=O)C1Cc2c(-c3ccccc3)ccnc2O1 (stereo not given)
  A: 5	B: 1	C: 2	D: 2	E: -1	F: 2	G: 5	H: ·	I: 6	J: 4

COc1ccc2[nH]c(=O)c(-c3noc(-c4ccccc4)n3)cc2c1
  A: -25	B: -1	C: -3	D: -2	E: -5	F: 10	G: 12	H: -10	I: -10	J: -5

CC1C(=NO)C(C)C(c2ccc(N(C)C)cc2)NC1c1ccc(N(C)C)cc1 (stereo not given)
  A: 5	B: -1	C: 1	D: -6	E: -3	F: -8	G: ·	H: 1	I: 15	J: ·

Cc1ccc2oc(=O)c3cc(C(=O)NCCCN4C(C)CCCC4C)sc3c2c1 (stereo not given)
  A: 0	B: 0	C: 1	D: 7	E: -13	F: 16	G: 4	H: -13	I: -4	J: 0

N#CCSc1nc2scc(-c3cccs3)c2c(=O)n1CCc1ccccc1
  A: -6	B: -2	C: -2	D: -2	E: 0	F: 4	G: -2	H: -6	I: 1	J: -11

COc1ccc(/C=C(\C#N)C(=O)NCc2cccnc2)cc1OC
  A: 5	B: -1	C: 1	D: 6	E: -4	F: -6	G: 7	H: 2	I: -3	J: 0

COC(=O)C[C@@H]1CC[C@H]2[C@@H](COc3ccc(NS(=O)(=O)c4ccccc4F)cc3C(=O)N2C)O1
  A: 2	B: -2	C: -2	D: ·	E: 3	F: 1	G: 3	H: ·	I: -3	J: -5

O=C(O)C1C2C=CC(C2)C1C(=O)N1CCOCC1 (stereo not given)
  A: 2	B: 1	C: 3	D: -8	E: 3	F: -2	G: -1	H: 4	I: -3	J: 0

CCOC(=O)N1CCN(C(=O)c2ccc3c(SCC(=O)O)c4c(nc3c2)CCC4)CC1
  A: 2	B: -2	C: -3	D: 4	E: -3	F: 7	G: 3	H: 4	I: 0	J: 2

O=C1CSC(c2ccccc2)N1c1ccc([N+](=O)[O-])cc1 (stereo not given)
  A: -3	B: 2	C: 5	D: -1	E: 1	F: 1	G: -4	H: -1	I: 2	J: -4

NC(=O)c1ncn([C@@H]2O[C@H](CO)[C@@H](O)[C@H]2O)c1O
  A: -3	B: 0	C: -3	D: 1	E: 0	F: 0	G: 1	H: 1	I: 2	J: -5

C/C(CC(=O)NCCCN1CCOCC1)=N\NC(=O)COc1ccc(Cl)cc1
  A: 9	B: 1	C: -8	D: 3	E: -9	F: -1	G: 0	H: 2	I: 4	J: 1

O=C(CCn1c(=O)c2ccccc2n(CC(=O)NC2CCCC2)c1=O)NCc1ccco1
  A: 9	B: -2	C: -1	D: 4	E: 0	F: -5	G: -2	H: 0	I: 4	J: -2

Cc1cccc[n+]1CC(=O)Nc1ccc([N+](=O)[O-])cc1
  A: -2	B: -3	C: 2	D: 8	E: 3	F: -1	G: 17	H: -1	I: -2	J: 1

Cc1[nH]c(N)nc(=S)c1CCCNc1ccccc1
  A: 8	B: 9	C: 0	D: -3	E: 4	F: 3	G: -2	H: 1	I: 6	J: -4

CC1C=CCC2C(=O)N(c3ccccc3OC(=O)c3cccs3)C(=O)C12 (stereo not given)
  A: -5	B: 1	C: 3	D: -3	E: -2	F: -2	G: 4	H: 2	I: 2	J: -3

Among those listed so far, these have an aryl methoxy group:
Letters – A = SIAE primary; B = PRMT1 inh; C = MBD2 DNA inh; D = TCR-CD3 inh; E = UHRF1 MBD2 ctr; F = rCAG RNA binder; G = NPR1 activator; H = HTRA1 inh; I = mABHD4 FP; J = NPR2 activator
COc1ccccc1C(O)(c1ccccc1)C(CN1CCOCC1)c1ccccc1 (stereo not given)
  A: 0	B: 3	C: 0	D: 6	E: 12	F: -8	G: -21	H: 2	I: 1	J: -10

COc1cc(NC(=O)CCN2CCN(c3ccccc3OC)CC2)cc(OC)c1
  A: -2	B: 4	C: 6	D: -4	E: 2	F: 0	G: -4	H: 2	I: -3	J: -4

COc1ccc(NC(=O)C2C(=O)N(CCO)C3(C)CC2c2ccccc2O3)cc1 (stereo not given)
  A: -3	B: 1	C: -2	D: -3	E: -2	F: -4	G: -1	H: 4	I: 0	J: 7

COc1ccc2[nH]c(=O)c(-c3noc(-c4ccccc4)n3)cc2c1
  A: -25	B: -1	C: -3	D: -2	E: -5	F: 10	G: 12	H: -10	I: -10	J: -5

COc1ccc(/C=C(\C#N)C(=O)NCc2cccnc2)cc1OC
  A: 5	B: -1	C: 1	D: 6	E: -4	F: -6	G: 7	H: 2	I: -3	J: 0

The listing picks up; the two compounds before the break are reprinted first.
Letters – A = SIAE primary; B = PRMT1 inh; C = MBD2 DNA inh; D = TCR-CD3 inh; E = UHRF1 MBD2 ctr; F = rCAG RNA binder; G = NPR1 activator; H = HTRA1 inh; I = mABHD4 FP; J = NPR2 activator
Cc1[nH]c(N)nc(=S)c1CCCNc1ccccc1
  A: 8	B: 9	C: 0	D: -3	E: 4	F: 3	G: -2	H: 1	I: 6	J: -4

CC1C=CCC2C(=O)N(c3ccccc3OC(=O)c3cccs3)C(=O)C12 (stereo not given)
  A: -5	B: 1	C: 3	D: -3	E: -2	F: -2	G: 4	H: 2	I: 2	J: -3

CCC(c1nnnn1CCc1ccccc1)N1CCN(c2ccc(OC)cc2)CC1 (stereo not given)
  A: -1	B: -5	C: -1	D: 3	E: 3	F: -2	G: 1	H: 1	I: 1	J: -1

COc1ccc(Cn2cc(CN3CCc4onc(-c5ccc(Br)cc5)c4C3=O)nn2)cc1
  A: -3	B: -3	C: 5	D: -5	E: 0	F: 5	G: -1	H: ·	I: -13	J: -5

C#CCOCCOCCOCCNc1nc(N2CCN(C(=O)[C@H]([C@@H](C)CC)n3cc([C@@H](N)Cc4ccc(O)cc4)nn3)CC2)nc(N2CCN(C(=O)[C@H]([C@@H](C)CC)n3cc([C@@H](N)CC(C)C)nn3)CC2)n1
  A: -2	B: 1	C: 4	D: 7	E: 4	F: 4	G: 1	H: -9	I: 8	J: 5

CN(C(=O)CN1CCC(NC(=O)c2ccccc2Br)CC1)C1CCCCC1
  A: -2	B: -4	C: 1	D: 6	E: 2	F: -5	G: 1	H: 1	I: 0	J: 0

Cc1ccc(-c2nc(C(F)(F)F)cc(=O)[nH]2)cc1
  A: -3	B: 7	C: 7	D: -6	E: 4	F: -2	G: -2	H: 4	I: -7	J: -3

Cc1cccc(N2C(=O)CSC23CCCCC3)c1
  A: -5	B: -4	C: -4	D: 4	E: 0	F: -4	G: -6	H: 3	I: -8	J: 3

CN(C(=O)COC(=O)c1cc(S(=O)(=O)N2CCCCC2)ccc1Cl)c1ccccc1
  A: 0	B: -1	C: -3	D: -9	E: -1	F: -3	G: 3	H: 2	I: -4	J: -3

S=c1[nH]nc(-c2cccnc2)n1/N=C/c1cccs1
  A: 5	B: 2	C: 2	D: 3	E: -2	F: -3	G: -1	H: -1	I: -4	J: 0

O=C(CCSCCC(=O)NN=Cc1cccc(Cl)c1)NN=Cc1cccc(Cl)c1
  A: -3	B: 0	C: 0	D: -1	E: -2	F: 4	G: -23	H: -9	I: 1	J: -7

O=C1CN=C(Nc2ccccc2Cl)N1Cc1ccc2c(c1)OCO2
  A: 5	B: 0	C: 3	D: -6	E: -1	F: -2	G: 3	H: 1	I: 0	J: 5

Cc1c(NC(=S)NC(=O)c2ccco2)c(=O)n(-c2ccccc2)n1C
  A: -2	B: -1	C: 4	D: 3	E: 2	F: 0	G: 1	H: -3	I: 8	J: 0

O=C(CNc1cccc2ccccc12)N/N=C/c1ccc(C(=O)O)cc1
  A: 9	B: 3	C: 1	D: -1	E: -3	F: 23	G: 1	H: 4	I: 30*	J: 5

Cc1nn(-c2ccccc2)c2sc(C(=O)n3cccn3)cc12
  A: 1	B: 4	C: -5	D: -5	E: -3	F: 0	G: -6	H: 3	I: 0	J: -4

O=C(O)C1CC=CCC1C(=O)NCc1cn2ccccc2n1 (stereo not given)
  A: -2	B: 1	C: -2	D: 0	E: -1	F: 3	G: 2	H: 8	I: 3	J: -2

CN(c1cccc(NC(=O)CN(c2ccc(F)cc2)S(C)(=O)=O)c1)S(C)(=O)=O
  A: -2	B: -1	C: 0	D: -1	E: -2	F: 0	G: -1	H: -9	I: -1	J: -2

CCCCN(C)C(=O)Cc1c(OC)ccc2cc(Br)ccc12
  A: -2	B: 0	C: -1	D: 6	E: 0	F: 4	G: -8	H: -19	I: -8	J: -2

COc1cccc(-n2nc(C(C)=O)c(C#N)c2-c2ccco2)c1
  A: 2	B: -1	C: 4	D: 2	E: 2	F: 2	G: 5	H: 0	I: 1	J: 8

Cn1c(=O)oc2cc(S(=O)(=O)N3CCC(C(=O)NCc4ccccc4Cl)CC3)ccc21
  A: -9	B: -2	C: 0	D: 8	E: 4	F: -3	G: 0	H: -4	I: 0	J: 6

N=C1C(c2nc3ccccc3[nH]2)=C(O)CN1c1ccc(CC(=O)O)cc1
  A: 4	B: 2	C: -1	D: -3	E: 1	F: 14	G: -4	H: 7	I: 27	J: -3

CC(C)[C@@H]1CC[C@@H](C)c2c(-c3ccccc3)n[nH]c21
  A: -4	B: 1	C: -3	D: 7	E: -3	F: -5	G: -4	H: -19	I: 1	J: 2

CN1C(C(=O)NCc2ccccc2)CC2Cn3c(nc4cc(Cl)c(Cl)cc43)C21 (stereo not given)
  A: 5	B: 0	C: -2	D: 1	E: -1	F: -1	G: 0	H: -1	I: 2	J: 1

Cc1ccc2nsnc2c1S(=O)(=O)N1CCN(C)CC1
  A: -1	B: 1	C: 1	D: 5	E: -2	F: 0	G: 1	H: 3	I: 4	J: 4

COCC(=O)Nc1cccc(-c2ccc3nncn3n2)c1
  A: 0	B: -2	C: -5	D: 7	E: -2	F: 1	G: -1	H: 2	I: -1	J: 1

COc1ccc(NS(=O)(=O)c2ccc3c(c2)CCO3)cc1
  A: -4	B: -5	C: -7	D: 9	E: 1	F: 5	G: -4	H: 9	I: -4	J: -1

Assay outcomes as filed in PubChem BioAssay.

Only part of the results is shown; rates above refer to the full screens.
